TIM10 inh: growth inhibitors of TIM10 yeast strain; inhibition, % at 10 µM; AID 463195; 330,000 compounds, 1.4% hits; S. cerevisiae TIM10 strain growth, BacTiter-Glo luminescence, 24 h;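 active = inhibition of 40% or more at the single tested concentration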;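 also: wild-type TIM10 isogenic control strain grown at permissive 25 °C; 0% = DMSO yeast wells and 100% = minimal medium wells without yeast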
Jurkat NFkB inh: inhibitors of the PMA/ionomycin-induced NF-kB reporter in Jurkat cells; PMA/ionomycin-induced NF-kB luciferase reporter, luminescence; 330,000 compounds, 0.53% hits; inhibition, % at 4 µM; in the data active = inhibition above about 50%
tim10-1 inh: tim10-1 yeast growth inhibition; AID 463190; inhibition, % at 20 µM; 330,000 compounds, 2.2% hits; S. cerevisiae tim10-1 ts strain growth, BacTiter-Glo, 24 h;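 active = inhibition of at least 40%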;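 also: mutant grown at 25 °C; 0% = DMSO wells with yeast and 100% = wells holding no yeast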
697 NFkB inh: lowers PMA/ionomycin-induced NF-kB signal in 697 B cells; 697 B-cell NF-kB luciferase reporter, 16 h; inhibition, % at 4 µM; 330,000 compounds, 0.33% hits; in the data active = inhibition above about 35%
UPR XBP1 act: activators of adaptive arm of unfolded protein response (XBP1); CHO-XBP1 luciferase reporter, IRE1-XBP1 UPR activation, luminescence; percent of tunicamycin response, DMSO as zero; activation, % at 20 µM; 330,000 compounds, 0.33% hits;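 active = versus positive control, 20 µM dose yields 30% or more activation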;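 also: 100% = tunicamycin at 10 µg/mL and 0% = DMSO only wells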
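Material: IRE1-XBP1 luciferase reporter CHO line / Quantity: one thousand reporter cells per well / Buffer or medium: F12 with 10% serum / Compound: 20 µM single concentration, DMSO 1% / Times: 6 h treatment, 37 °C / Detection: Steady-Glo luciferase glow luminescence, 10 min after reagent addition / Benchmarks: tunicamycin high, DMSO low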
tim23-1 inh: growth inhibitors of tim23-1 mutant yeast | 330,000 compounds, 1.3% hits | S. cerevisiae tim23-1 growth, BacTiter-Glo luminescence, 24 h | inhibition, % at 20 µM;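 active = growth inhibition of the mutant yeast at or above 50%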;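 also: temperature-sensitive mutant grown at 25 °C; plate controls were DMSO-treated mutant yeast for no effect and medium wells lacking yeast for full effect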
Mdm2 MdmX PPI: disrupts the human Mdm2-MdmX interaction; AID 485346; inhibition, % at 8 µM; O15151+Q00987; 330,000 compounds, 3% hits; SaOS-2 split-luciferase Mdm2/MdmX complementation, luminescence;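 active = inhibition of at least 50% at 8 µM in the primary screen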
Target sequence (O15151 whole entry, looked up): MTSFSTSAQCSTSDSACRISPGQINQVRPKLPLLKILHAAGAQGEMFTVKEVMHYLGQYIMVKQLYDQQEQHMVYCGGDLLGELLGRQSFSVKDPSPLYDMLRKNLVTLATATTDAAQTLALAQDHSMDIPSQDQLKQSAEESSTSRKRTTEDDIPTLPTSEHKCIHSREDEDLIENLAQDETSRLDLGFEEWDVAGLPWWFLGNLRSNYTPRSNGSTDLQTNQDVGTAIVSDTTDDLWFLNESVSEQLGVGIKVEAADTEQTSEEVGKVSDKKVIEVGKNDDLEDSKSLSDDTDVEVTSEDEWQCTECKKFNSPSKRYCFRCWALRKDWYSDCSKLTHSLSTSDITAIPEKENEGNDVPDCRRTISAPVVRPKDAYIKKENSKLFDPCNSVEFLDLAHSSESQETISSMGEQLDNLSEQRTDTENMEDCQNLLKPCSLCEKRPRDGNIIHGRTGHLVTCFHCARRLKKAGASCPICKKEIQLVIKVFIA
Target sequence (Q00987 whole entry, looked up): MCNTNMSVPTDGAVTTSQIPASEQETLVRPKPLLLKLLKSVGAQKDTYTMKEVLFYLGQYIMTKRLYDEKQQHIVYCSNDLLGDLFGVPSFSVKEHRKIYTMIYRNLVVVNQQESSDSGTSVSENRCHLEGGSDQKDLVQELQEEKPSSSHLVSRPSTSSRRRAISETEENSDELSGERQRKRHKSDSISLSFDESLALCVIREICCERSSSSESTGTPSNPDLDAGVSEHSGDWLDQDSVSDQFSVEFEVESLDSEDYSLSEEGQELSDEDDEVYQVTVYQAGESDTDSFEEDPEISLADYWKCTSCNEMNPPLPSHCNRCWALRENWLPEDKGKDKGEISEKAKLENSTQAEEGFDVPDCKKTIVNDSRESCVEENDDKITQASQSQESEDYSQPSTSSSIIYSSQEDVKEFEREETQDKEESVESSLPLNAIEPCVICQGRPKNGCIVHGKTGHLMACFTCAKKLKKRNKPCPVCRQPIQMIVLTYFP
UPR CHOP act: apoptotic UPR (CHOP) activation; CHO-CHOP luciferase reporter, luminescence; percent of tunicamycin response over DMSO baseline; activation, % at 10 µM; 330,000 compounds, 0.34% hits; AID 449763;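 active = at 10 µM dose, activation of 40% or more, normalized to positive control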;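 also: 100% = tunicamycin at 10 µg/mL and 0% = DMSO alone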
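Evaluation: % reporter activation, DMSO baseline versus tunicamycin full activation; System: CHO-CHOP luciferase reporter cell line; Input: 500 cells/well; Incubation: 6 h compound treatment, 37 °C; Measured by: Steady-Glo luciferase luminescence; Dosing: one dose, 10 µM in 0.5% DMSO; Buffer or medium: F12 medium, 10% FBS; Benchmarks: positive tunicamycin 10 µg/mL, negative DMSO alone.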
The depositor's hits bear a star.

SMILES | TIM10 inh | Jurkat NFkB inh | tim10-1 inh | 697 NFkB inh | UPR XBP1 act | tim23-1 inh | Mdm2 MdmX PPI | UPR CHOP act
O=C(COC(=O)CNS(=O)(=O)c1c(Cl)cccc1Cl)Nc1ccccc1Sc1ccccc1 | 11 | 3 | 9 | 11 | 1 | 21 | -3 | -1.1
CCOC(=O)Cc1ccc2sc(-c3ccccc3)nc2c1 | 24 | -118 | 9 | -109 | -1 | 11 | -53 | 2.2
O=c1[nH]c2ccccc2nc1/C=C(\O)C(F)F | -19 | -11 | 12 | -17 | -1 | -4 | 7 | 2.6
CCOC(=O)N/N=C\C=C\c1ccco1 | 0 | 1 | 12 | 15 | 3 | 15 | -26 | 1.7
COc1ccccc1/C=N/NC(=O)COCC(=O)N/N=C/c1ccccc1OC | 5 | 7 | 8 | 20 | -4 | 6 | 7 | -0.8
CCc1cc(SC#N)cc(C)c1N | -1 | -3 | 2 | 16 | -3 | 8 | -8 | -0.4
C=CCOC(=O)C1=C(C)NC(C)=C(C(=O)OCC=C)C1c1cn(-c2ccccc2)nc1-c1ccco1 | 8 | 9 | 13 | 4 | 2 | -8 | 22 | 0.9
N#Cc1c(N(CCO)CCO)nc(N)c2c(N)nc3c(c12)CC(=O)N3Cc1cccs1 | 22 | 2 | 3 | 7 | -2 | 13 | -13 | -1.5
O=C(NCc1ccc(C(=O)O)cc1)OCc1ccccc1 | -19 | -22 | -1 | -48 | -2 | 15 | -20 | -1.4
CCOc1ccc(C(=O)Nc2ccc(S(=O)(=O)N3CCOCC3)cc2)cc1OCC | 1 | -6 | 19 | -6 | -2 | 7 | 11 | -2.7
CCN(CC)C(=O)c1sc(NC(=O)Cc2ccccc2)c(C#N)c1C | -54 | -5 | -61 | 0 | -4 | -118 | 15 | -0.4
Cc1ccc(S(=O)(=O)N2CCN(C(=O)COc3ccc(-c4nnco4)cc3)CC2)cc1 | 10 | 3 | 18 | -4 | -1 | 4 | -7 | 0.5
COc1ccc(Cl)cc1C(=O)NNC(=O)CSc1nnc2ccccn12 | -13 | -14 | 1 | 15 | 1 | 9 | 0 | -1.5
C=C(C)Cn1c(-c2cccs2)n[nH]c1=S | 11 | 2 | 24 | 20 | -3 | 13 | 9 | -0.4
O=C(O)c1cc(Cl)c(Cl)cc1C(=O)Nc1cccc2ncccc12 | -6 | 3 | 2 | -6 | -3 | 15 | 7 | -0.3
Cc1ccc(/C=N/NC(=O)c2cccc(NC(=O)c3ccccc3Cl)c2)o1 | 18 | 3 | 8 | 0 | -4 | 20 | -4 | -1.0
O=C(c1ccc2oc(Cc3ccc(Cl)cc3)nc2c1)N1CCCCC1CCO (stereo unspecified) | 9 | -4 | 27 | -12 | -2 | 25 | 32 | -0.4
CC(=O)Nc1cccc(C(=O)N2CCN(S(=O)(=O)Cc3ccccc3)CC2)c1 | -1 | 20 | 9 | 19 | -2 | 15 | -3 | 0.2
CSc1ccc(/C=N/n2nnnc2N)cc1 | 3 | -15 | 26 | -18 | 5 | 5 | 0 | 1.2
COCCNC(=O)/C(C#N)=C/c1c(N2CCN(c3ccccc3)CC2)nc2ccccn2c1=O | 16 | -12 | 16 | -27 | -2 | 17 | -6 | 4.8
CCn1c(SCC(=O)N2CCN(S(=O)(=O)c3ccccc3)CC2)nnc1-c1cccs1 | -9 | -20 | 15 | -7 | -2 | 11 | -11 | 1.2
O=C1CCCC(=O)C1=C1SCCCS1 | -16 | -4 | -10 | 0 | -1 | -4 | -16 | 0.5
O=C(COc1ccccc1C(=O)Nc1ccccc1)c1ccc(Br)cc1 | 1 | -5 | 11 | 14 | 2 | 7 | -10 | 1.2
Cc1cccc(OC(C)C(=O)N2CCCN(C)CC2)c1C (stereo unspecified) | 10 | 15 | 17 | -15 | 2 | 13 | 9 | 0.9

Structures from the list above with a thiophene ring, fused or not:
SMILES | TIM10 inh | Jurkat NFkB inh | tim10-1 inh | 697 NFkB inh | UPR XBP1 act | tim23-1 inh | Mdm2 MdmX PPI | UPR CHOP act
N#Cc1c(N(CCO)CCO)nc(N)c2c(N)nc3c(c12)CC(=O)N3Cc1cccs1 | 22 | 2 | 3 | 7 | -2 | 13 | -13 | -1.5
CCN(CC)C(=O)c1sc(NC(=O)Cc2ccccc2)c(C#N)c1C | -54 | -5 | -61 | 0 | -4 | -118 | 15 | -0.4
C=C(C)Cn1c(-c2cccs2)n[nH]c1=S | 11 | 2 | 24 | 20 | -3 | 13 | 9 | -0.4
CCn1c(SCC(=O)N2CCN(S(=O)(=O)c3ccccc3)CC2)nnc1-c1cccs1 | -9 | -20 | 15 | -7 | -2 | 11 | -11 | 1.2

Next section:
SMILES | TIM10 inh | Jurkat NFkB inh | tim10-1 inh | 697 NFkB inh | UPR XBP1 act | tim23-1 inh | Mdm2 MdmX PPI | UPR CHOP act
CC(C)N1CCC(N2CCN(Cc3ccc(Oc4ncccn4)cc3)CC2CCO)CC1 (stereo unspecified) | -14 | 2 | 11 | 15 | 1 | 13 | -35 | -0.5
Cc1ccccc1CNS(=O)(=O)c1ccc2c(c1)C(C)(C)C(=O)N2C | 1 | 16 | 13 | -6 | 1 | 8 | 4 | -0.6
CCCCNC(=O)NS(=O)(=O)c1ccc(NS(=O)(=O)c2ccccc2)cc1 | 7 | 9 | 7 | 7 | -1 | -4 | 17 | 2.9
Cc1nn(-c2c(Cl)cc(Cl)cc2Cl)c(=O)c2ccccc12 | -1 | 10 | 14 | -11 | -1 | 34 | 3 | -1.1
CCOc1ncccc1C(=O)NCCCSc1ccccc1 | 1 | -4 | 6 | -7 | 2 | 13 | 29 | 1.5
CC1CN(C(=O)CCNC(=O)c2ccccc2Cl)CC(C)O1 (stereo unspecified) | -3 | 8 | -9 | -23 | -3 | -12 | 7 | -0.4
Cc1cc(NC(=O)c2cccnc2)ccc1NC(=O)c1cc2ccccc2o1 | -6 | 0 | 12 | -12 | -4 | 11 | 19 | -1.4
CS(=O)(=O)Nc1ccccc1C(=O)OCC(=O)NCc1cccs1 | 7 | 1 | 13 | 20 | -2 | -1 | -5 | -0.9
O=C(NC1CCCC1)c1ccc2c(c1)S(=O)(=O)c1ccccc1C2=O | -18 | -10 | -4 | 22 | 5 | 2 | 16 | -1.0
COc1cc(C(=O)N2CCN(c3ccc(C)cc3C)CC2)cc(OC)c1OC | 31 | 63* | 31 | -93 | -1 | 34 | 58* | -0.7
O=C(C1CCN(S(=O)(=O)N2CCOCC2)CC1)N1CCOCC1 | 1 | 12 | 3 | 27 | 5 | -1 | -34 | -0.3
CCN1CCN(C(=O)CCc2nnc3ccc(N4CCC5(CC4)OCCO5)nn23)CC1 | 3 | 12 | 10 | -16 | -2 | 2 | 8 | 0.5
O=C(/C=C/c1ccccc1Cl)NNC(=O)c1ccncc1 | 16 | -12 | 3 | 19 | -2 | 13 | 9 | -2.1
NC(=O)c1cccnc1Nc1cccc([N+](=O)[O-])c1 | 32 | -86 | 21 | -47 | 2 | 28 | -74 | 2.5
C/C(=N\NC(=S)NC1CCCCC1)c1ccc(OC(F)F)cc1OC(F)F | 23 | -2 | 38 | -9 | -1 | 25 | 9 | 1.9
O=C(CCNC(=O)c1ccccc1)NC1CCCc2ccccc21 (stereo unspecified) | 5 | 8 | 10 | 12 | 1 | 12 | 4 | -1.0
COc1ccc(NC(=O)CSc2nnc(C)n2Cc2ccccc2)cc1 | 9 | 15 | 5 | 18 | 0 | 10 | 7 | 1.2
CCOc1ccc(Nc2nc(NCCN3CCOCC3)nc(OC)n2)cc1 | -14 | 2 | 21 | -17 | 1 | -5 | -12 | -1.8
CCOC(=O)c1cnc2ccccc2c1NCCc1ccc(OC)c(OC)c1 | 15 | 6 | 30 | 2 | 0 | 29 | 17 | -2.8
CC(C)NC(=O)COc1coc(CN2CCN(c3ccccc3)CC2)cc1=O | 11 | -2 | 11 | -4 | -3 | -3 | -5 | 1.2
O=C(NCCCCNC(=O)c1ccccc1Br)c1ccccc1Br | 1 | -15 | 9 | 18 | 0 | -4 | 14 | 1.2
COc1ccc(N/C=C/C(=O)c2sc(-c3ccccc3)nc2C)cc1 | 5 | -1 | 15 | -45 | -2 | 18 | 59* | 0.9
COc1ccc(CN2CCNC(=O)C2CC(=O)N(C)CCCN2CCOCC2)cc1C (stereo unspecified) | -12 | 9 | 17 | 4 | -7 | 8 | -2 | 2.2
CCOc1ccc(CNS(=O)(=O)c2cc(CN3C(=O)c4cccnc4C3=O)ccc2OC)cc1 | 3 | -15 | 8 | 10 | -2 | -1 | 0 | -0.5
Cn1cc(S(=O)(=O)N2CCC(C(N)=O)CC2)c(=O)n(C)c1=O | -3 | -3 | 2 | 5 | -1 | -1 | 15 | 1.1
CC(NC(=O)COC(=O)c1ccc2c(c1)OCCO2)c1ccccc1 (stereo unspecified) | -3 | -5 | -4 | -9 | 0 | 10 | -4 | -0.9
Cc1ccc(S(=O)(=O)NCc2ccncc2)cc1C(=O)NCC(C)C | 2 | -12 | 8 | -22 | -1 | -10 | -1 | 0.1
COc1cc(NC(=O)CSc2nc(=O)n(CCCN3CCOCC3)c3c2CCC3)cc(OC)c1 | 20 | 12 | 1 | -6 | -2 | 14 | 16 | 1.9
OC(c1ccc(Cl)cc1)C(O)c1nc2ccccc2[nH]1 (stereo unspecified) | 4 | 5 | 14 | 23 | -3 | 16 | 28 | -1.1
CCOC(=O)C1(CCCc2ccccc2)CCN(C(=O)Cn2nc(C)nc2C)CC1 | 3 | 9 | 20 | 5 | -1 | 3 | 8 | 1.6
COc1ccccc1C1=NN(C(=S)Nc2ccccc2)C(c2ccco2)C1 (stereo unspecified) | 29 | -69 | 32 | 16 | 6 | 27 | -19 | 3.9
Cc1oc(CC(C)C)cc1C(=O)NCCCC(=O)O | 7 | 3 | 10 | 6 | 0 | -3 | -21 | 0.2
COC(=O)Cn1c(=NC(=O)c2ccc(S(=O)(=O)N3CCc4ccccc4C3)cc2)sc2cc(OC)ccc21 | 11 | -13 | 11 | -9 | -1 | 11 | 4 | -0.2
Cc1csc(SCC(=O)Nc2ccccc2)n1 | -23 | -2 | -9 | 12 | -1 | 4 | 15 | 0.7
CCc1noc(C)c1C(=O)Nc1ccc(S(=O)(=O)N2CCCCC2)cc1 | 13 | 7 | 10 | 9 | -4 | 15 | 11 | -1.5
COc1ccc(C(c2sc3nc(C)nn3c2O)N2CCC(O)CC2)cc1OC (stereo unspecified) | -5 | 1 | -7 | -10 | -1 | 8 | -29 | -0.1
COc1cccc(/C=N/NC(=O)C(=O)NCc2ccco2)c1O | 31 | -1 | 58* | -30 | 1 | 37 | 9 | -1.6
CCN(CC)C(=O)CSc1nnc([C@@H](NC(=O)OC(C)(C)C)C(C)C)o1 | -5 | -4 | 13 | 7 | -1 | 12 | -5 | -1.2
COc1cccc(CNS(=O)(=O)c2ccc(S(=O)(=O)N3CCCC3)cc2)c1 | 6 | 11 | 9 | 6 | 0 | 12 | -31 | -1.1
O=C(CN(CC1CCCO1)C(=O)CCC(=O)Nc1ccccn1)NCC1CCCO1 (stereo unspecified) | 3 | -11 | -12 | 6 | -5 | 3 | -3 | 2.1

Just Mdm2 MdmX PPI, for two of the compounds above:
mol	Mdm2 MdmX PPI
C=CCOC(=O)C1=C(C)NC(C)=C(C(=O)OCC=C)C1c1cn(-c2ccccc2)nc1-c1ccco1	22
N#Cc1c(N(CCO)CCO)nc(N)c2c(N)nc3c(c12)CC(=O)N3Cc1cccs1	-13
